ASAP1 GAP inh: ASAP1 ArfGAP inhibition; hit rate 0.19% among 360,000; ASAP1-stimulated ARF1 GTP hydrolysis, GDP FP detection; inhibition, % at 16.5 µM; Q9ULH1; in the data active = inhibition above about 25%;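 note: 0% = vehicle with enzyme and substrate and 100% = no enzyme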
NPR1 activator: GC-A (human) enzyme activation. P16066. HEK293 GC-A cells, cGMP TR-FRET, EC30 ANP; 0% at EC30 ANP, 100% saturating ANP. activation, % at 10 µM. hit rate 0.14% among 370,000; in the data active = activation above about 40%
Rev-erbA mod: Rev-erb alpha (human) modulation. P20393. Rev-erbα–FITC-DNA binding, fluorescence polarization, 90 min. activity, % at 10 µM. hit rate 0.79% among 370,000;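 active = activity above about 14%, limit read from the data; passing the limit was not always enough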;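 note: 0% = DMSO wells with 35 nM protein and 100% = DMSO wells with 750 nM protein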
Target sequence (P20393 whole entry, looked up): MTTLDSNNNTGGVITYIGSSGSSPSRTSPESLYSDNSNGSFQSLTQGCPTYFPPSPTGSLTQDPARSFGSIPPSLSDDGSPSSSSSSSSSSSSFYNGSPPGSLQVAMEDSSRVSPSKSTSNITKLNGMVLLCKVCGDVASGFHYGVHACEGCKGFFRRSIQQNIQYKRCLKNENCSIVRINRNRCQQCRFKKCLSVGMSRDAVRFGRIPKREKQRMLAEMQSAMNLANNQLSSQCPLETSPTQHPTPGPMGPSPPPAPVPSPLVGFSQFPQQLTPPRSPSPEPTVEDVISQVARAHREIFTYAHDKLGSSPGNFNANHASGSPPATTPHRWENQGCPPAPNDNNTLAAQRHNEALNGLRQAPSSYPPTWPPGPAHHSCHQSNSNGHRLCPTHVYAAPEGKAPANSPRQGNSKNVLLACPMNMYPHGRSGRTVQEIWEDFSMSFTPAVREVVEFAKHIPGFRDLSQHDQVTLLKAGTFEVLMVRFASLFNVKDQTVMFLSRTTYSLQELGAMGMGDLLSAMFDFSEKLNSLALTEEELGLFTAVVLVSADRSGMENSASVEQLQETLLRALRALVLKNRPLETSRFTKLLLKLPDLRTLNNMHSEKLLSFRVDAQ
HTRA1 inh: blocks human HTRA1 serine peptidase | Q92743 | recombinant HTRA1, FP-rhodamine activity-based probe, fluorescence polarization | inhibition, % at 5.96 µM | hit rate 0.5% among 340,000; in the data active = inhibition above about 36%;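 note: 0% = enzyme with DMSO and 100% = wells lacking enzyme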
rCAG RNA binder: binds r(CAG) RNA repeats; hit rate 1.3% among 370,000; r(CAG) RNA repeat, TO-PRO-1 dye displacement fluorescence; inhibition, % at 3 µM;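 active = inhibition above the plate cutoff, the mean of all test compounds on that plate plus 3 SD, cut at about 35% in these data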;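 note: 0% = DMSO alone and 100% = 100 µM mitoxantrone as full dye displacement; higher means more dye released from RNA so lower well fluorescence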
PG9 binder: binds the HIV-1 gp120 antibody PG9 | TR-FRET gp120-PG9 antibody binding | inhibition, % at 6.7 µM | hit rate 0.43% among 360,000 | AID 624416; in the data active = inhibition above about 8.5%
SMARCA2 act: activators of SMARCA2 function | activation, % at 9.1 µM | hit rate 1% among 370,000 | MG213 cells, MMTV-luciferase reporter, dexamethasone, overnight | AID 652017; in the data active = activation above about 7.8%;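 note: 0% = vehicle wells and 100% = reference activator wells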
NPR2 activator: GC-B (human) receptor activation. hit rate 0.11% among 370,000. HEK293-GC-B cells, CNP EC30, cGMP TR-FRET; 0% at EC30 CNP, 100% saturating CNP. activation, % at 10 µM;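 active = activation at 10 µM reaching about 35% in either raw or pattern-adjusted values, limit read from the data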
ARFGAP1 inh: inhibits rat ARF GTPase activating protein 1 | Arfgap1-stimulated ARF1 GTP hydrolysis, GDP FP detection | inhibition, % at 16.5 µM | hit rate 0.26% among 360,000 | AID 651572;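 active = inhibition above a per-plate limit, mean inhibition of low control wells plus 3 SD, cut at about 25% in these data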;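 note: 0% = DMSO wells with enzyme and 100% = wells lacking Arfgap1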
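system = rat Arfgap1 catalytic domain, aa 1-136 | technique = FP, GDP Alexa 633 tracer displaced from anti-GDP antibody, 620/688 nm | compound = one concentration, 16.5 µM, DMSO 1.26% | medium = HEPES-based buffer, pH 7.5 | timing = compound-enzyme preincubation 20 min, reaction 120 min, detection 60 min, 25 °C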
ABHD4 inh: ABHD4 (mouse) inhibition, primary FP screen; Q8VD66; purified mABHD4, FP-Rh probe fluorescence polarization; inhibition, % at 8.92 µM; hit rate 0.54% among 370,000; AID 720543;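 active = inhibition exceeding the mean over every tested compound plus 3 SD, cut at about 30% in these data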;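 note: 0% = plate median of compound wells and 100% = S159A mutant with DMSO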
Target sequence (Q8VD66 whole entry, looked up): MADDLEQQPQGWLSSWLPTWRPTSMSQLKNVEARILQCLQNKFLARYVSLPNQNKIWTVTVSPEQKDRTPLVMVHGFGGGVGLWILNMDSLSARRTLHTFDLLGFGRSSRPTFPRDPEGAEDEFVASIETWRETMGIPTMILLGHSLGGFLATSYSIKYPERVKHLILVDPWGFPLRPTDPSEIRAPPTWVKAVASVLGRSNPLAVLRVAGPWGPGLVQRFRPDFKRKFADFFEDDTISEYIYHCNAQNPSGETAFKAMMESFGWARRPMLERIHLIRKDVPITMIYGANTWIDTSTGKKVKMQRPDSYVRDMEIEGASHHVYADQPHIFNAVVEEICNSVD
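Assay system: Wild-type mouse ABHD4 protein | Medium: HEPES pH 7.0 buffer, 150 mM NaCl, 0.01% Pluronic F-127 | Incubation: Enzyme–compound pre-incubation 45 min, then probe 60 min, both 25 °C | Technique: Fluorescence polarization with parallel and perpendicular emission, 525/598 nm | Evaluation: % inhibition of FP-Rh probe binding versus controls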
Starred values were filed as active, the others as inactive.

Cc1c2c(c(C)n1C)C(C(=O)NC1CCCCC1)N(Cc1ccccc1)C2=O (stereo unspecified) was read as ASAP1 GAP inh -8, NPR1 activator 0, Rev-erbA mod -1, HTRA1 inh -3, rCAG RNA binder -4, PG9 binder 1.4, SMARCA2 act -1, NPR2 activator -2, ARFGAP1 inh -3 and ABHD4 inh 3.
`S=C(NCc1ccccn1)Nc1ccc(Cl)cc1Cl` gave ASAP1 GAP inh -10, NPR1 activator 1, Rev-erbA mod -5, HTRA1 inh 2, rCAG RNA binder 3, PG9 binder 0.0, SMARCA2 act 4, NPR2 activator 5, ARFGAP1 inh -1 and ABHD4 inh -1.
`O=C(Nc1ccc(Br)c2cccnc12)c1ccc(Cn2cc(Cl)cn2)o1` gave ASAP1 GAP inh 6, NPR1 activator -2, Rev-erbA mod -4, HTRA1 inh 2, rCAG RNA binder 7, PG9 binder 3.3, SMARCA2 act -1, NPR2 activator -3, ARFGAP1 inh -6 and ABHD4 inh 6.
`COc1cc(/C=C/c2ccc3cccc(O)c3n2)cc(OC)c1OC` gave ASAP1 GAP inh -13, NPR1 activator 1, Rev-erbA mod -4, HTRA1 inh 9, rCAG RNA binder 8, PG9 binder -1.3, SMARCA2 act -4, NPR2 activator -1, ARFGAP1 inh -1 and ABHD4 inh 9.
`COCCn1c(=O)[nH]c2cc(C(=O)Nc3cc(C)cc(C)c3)ccc2c1=O` gave ASAP1 GAP inh 5, NPR1 activator 0, Rev-erbA mod 6, HTRA1 inh -10, rCAG RNA binder 0, PG9 binder -1.6, SMARCA2 act -3, NPR2 activator -10, ARFGAP1 inh -10 and ABHD4 inh -5.
`CCCOc1ccc(CCc2n[nH]c(=S)n2Cc2ccccc2)cc1` gave ASAP1 GAP inh 4, NPR1 activator -3, Rev-erbA mod -2, HTRA1 inh 1, rCAG RNA binder 1, PG9 binder 0.3, SMARCA2 act -1, NPR2 activator 2, ARFGAP1 inh 13 and ABHD4 inh -8.
For COCCn1c(SCC(=O)Nc2sc(C)c(C)c2C#N)nnc1C(C)C the results were ASAP1 GAP inh -7, NPR1 activator -1, Rev-erbA mod 3, HTRA1 inh -3, rCAG RNA binder -5, PG9 binder 0.5, SMARCA2 act 1, NPR2 activator 0, ARFGAP1 inh -10 and ABHD4 inh 1.
`CCOC(=O)C1CCN(C(=O)CC2C(=O)N(Cc3ccccc3)C(C)c3nc4ccccc4n32)CC1` (stereo unspecified) gave ASAP1 GAP inh -3, NPR1 activator 2, Rev-erbA mod -2, HTRA1 inh -3, rCAG RNA binder -4, PG9 binder -2.8, SMARCA2 act 0, NPR2 activator 6, ARFGAP1 inh 1 and ABHD4 inh -1.
Cc1ccc(NC(=O)c2ccc(NS(=O)(=O)c3ccc4[nH]c(=O)[nH]c4c3)cc2)nc1 was read as ASAP1 GAP inh 3, NPR1 activator 2, Rev-erbA mod -3, HTRA1 inh -11, rCAG RNA binder 6, PG9 binder 5.7, SMARCA2 act -2, NPR2 activator -1, ARFGAP1 inh 5 and ABHD4 inh -21.
For Cc1c(Cl)cccc1NC(=O)NC1CCCCC1 the results were ASAP1 GAP inh -2, NPR1 activator -4, Rev-erbA mod -2, HTRA1 inh 7, rCAG RNA binder -2, PG9 binder 1.0, SMARCA2 act -1, NPR2 activator -1, ARFGAP1 inh 4 and ABHD4 inh 3.
C=CCOc1ccc(CNc2ccc3[nH]c(=O)[nH]c3c2)cc1OC was read as ASAP1 GAP inh 4, NPR1 activator -10, Rev-erbA mod 1, HTRA1 inh 18, rCAG RNA binder 4, PG9 binder -4.1, SMARCA2 act 0, NPR2 activator -8, ARFGAP1 inh 8 and ABHD4 inh 14.
`COc1ccc(S(=O)(=O)N(C)C[C@H]2Oc3ccc(NC(=O)Nc4c(C)noc4C)cc3C(=O)N([C@H](C)CO)C[C@@H]2C)cc1` gave ASAP1 GAP inh -3, NPR1 activator -1, Rev-erbA mod 8, HTRA1 inh -6, rCAG RNA binder -2, PG9 binder -0.7, SMARCA2 act 2, NPR2 activator 3, ARFGAP1 inh 11 and ABHD4 inh -1.
Screening COC(=O)CCCC(=O)Nc1ccc(Br)cc1 returned ASAP1 GAP inh 2, NPR1 activator 0, Rev-erbA mod -7, HTRA1 inh 3, rCAG RNA binder 4, PG9 binder -1.9, SMARCA2 act -2, NPR2 activator 4, ARFGAP1 inh 2 and ABHD4 inh 6.
`COC(=O)C1=C(C)N(Cc2ccc(OC)cc2)C(=O)/C1=C\c1ccco1` gave ASAP1 GAP inh 12, NPR1 activator 10, Rev-erbA mod 2, HTRA1 inh -12, rCAG RNA binder 7, PG9 binder -3.2, SMARCA2 act 0, NPR2 activator 12, ARFGAP1 inh 6 and ABHD4 inh 3.
`Cc1ccc(-c2csc3nc(SCC(N)=O)n(Cc4ccccc4)c(=O)c23)cc1` gave ASAP1 GAP inh 3, NPR1 activator -15, Rev-erbA mod 10, HTRA1 inh -15, rCAG RNA binder 6, PG9 binder -1.3, SMARCA2 act -4, NPR2 activator -10, ARFGAP1 inh 0 and ABHD4 inh -8.

In the list so far, these contain a Cl atom.
`S=C(NCc1ccccn1)Nc1ccc(Cl)cc1Cl` gave ASAP1 GAP inh -10, NPR1 activator 1, Rev-erbA mod -5, HTRA1 inh 2, rCAG RNA binder 3, PG9 binder 0.0, SMARCA2 act 4, NPR2 activator 5, ARFGAP1 inh -1 and ABHD4 inh -1.
`O=C(Nc1ccc(Br)c2cccnc12)c1ccc(Cn2cc(Cl)cn2)o1` gave ASAP1 GAP inh 6, NPR1 activator -2, Rev-erbA mod -4, HTRA1 inh 2, rCAG RNA binder 7, PG9 binder 3.3, SMARCA2 act -1, NPR2 activator -3, ARFGAP1 inh -6 and ABHD4 inh 6.
For Cc1c(Cl)cccc1NC(=O)NC1CCCCC1 the results were ASAP1 GAP inh -2, NPR1 activator -4, Rev-erbA mod -2, HTRA1 inh 7, rCAG RNA binder -2, PG9 binder 1.0, SMARCA2 act -1, NPR2 activator -1, ARFGAP1 inh 4 and ABHD4 inh 3.

(listing goes on)
For CN(C)CC(=O)N[C@H]1C[C@@H]2O[C@@H](CO)CC[C@@H]2O[C@@H]1CCc1ccc(-c2ccc(F)cc2)cc1 the results were NPR1 activator 7, Rev-erbA mod -2, rCAG RNA binder -3, SMARCA2 act -1, NPR2 activator -3 and ABHD4 inh 7.
For CCN1CCN(S(=O)(=O)c2ccc(C(C)(C)C)cc2)CC1 the results were ASAP1 GAP inh -8, NPR1 activator 8, Rev-erbA mod 2, HTRA1 inh 3, rCAG RNA binder -7, PG9 binder -0.3, SMARCA2 act -2, NPR2 activator 4, ARFGAP1 inh 13 and ABHD4 inh 0.
For CCCNC(=S)Nc1ccccc1 the results were ASAP1 GAP inh 6, NPR1 activator 3, Rev-erbA mod 7, HTRA1 inh -10, rCAG RNA binder -3, PG9 binder -1.3, SMARCA2 act -2, NPR2 activator 1, ARFGAP1 inh 7 and ABHD4 inh -3.
For O=S(=O)(NC1CC1)c1ccc(F)c(F)c1 the results were ASAP1 GAP inh -2, NPR1 activator 2, Rev-erbA mod -7, HTRA1 inh 2, rCAG RNA binder 0, PG9 binder 1.0, SMARCA2 act 1, NPR2 activator -2, ARFGAP1 inh -1 and ABHD4 inh 3.
`O=C(Nc1cc(C(F)(F)F)ccc1N1CCOCC1)c1cnccn1` gave ASAP1 GAP inh 1, NPR1 activator 1, Rev-erbA mod -6, HTRA1 inh 1, rCAG RNA binder -1, PG9 binder -3.1, SMARCA2 act -1, NPR2 activator 2, ARFGAP1 inh 6 and ABHD4 inh -1.
For O=C(Nc1cc(Br)ccc1O)C1CC(c2ccccc2Cl)=NO1 (stereo unspecified) the results were ASAP1 GAP inh 7, NPR1 activator -6, Rev-erbA mod 4, HTRA1 inh -25, rCAG RNA binder 17, PG9 binder -1.6, SMARCA2 act 0, NPR2 activator -7, ARFGAP1 inh 0 and ABHD4 inh -29.
O=C(O)CCNc1ccc(NCCC(=O)O)c2c1C(=O)c1ccccc1C2=O was read as ASAP1 GAP inh 19, NPR1 activator -38, Rev-erbA mod -32, HTRA1 inh 44*, rCAG RNA binder 19, PG9 binder -62, SMARCA2 act -4, NPR2 activator -24, ARFGAP1 inh 19 and ABHD4 inh 56*.
Cc1cc(NC(=O)c2ccccc2-c2ccccc2)ccc1Br was read as ASAP1 GAP inh 1, NPR1 activator -21, Rev-erbA mod 7, HTRA1 inh -57, rCAG RNA binder 1, PG9 binder -1.7, SMARCA2 act -3, NPR2 activator -9, ARFGAP1 inh 8 and ABHD4 inh -8.
`O=C(CSc1nc2ccccc2c(=O)n1-c1ccccc1)c1cccc([N+](=O)[O-])c1` gave ASAP1 GAP inh -11, NPR1 activator -4, Rev-erbA mod 3, HTRA1 inh 1, rCAG RNA binder 1, PG9 binder -0.9, SMARCA2 act -2, NPR2 activator -5, ARFGAP1 inh -4 and ABHD4 inh -1.
Screening COc1cccc(Cn2c(Cn3c(-c4cnccn4)nc4ccccc43)nc3ccccc32)c1 returned ASAP1 GAP inh 2, NPR1 activator -13, Rev-erbA mod 14, rCAG RNA binder 5, PG9 binder -0.3, SMARCA2 act -3, NPR2 activator -6, ARFGAP1 inh -6 and ABHD4 inh 0.
`OCCCN=C1CCCc2c1[nH]c1ccc(Cl)cc21` gave ASAP1 GAP inh 4, NPR1 activator 8, Rev-erbA mod -6, HTRA1 inh -4, rCAG RNA binder 2, PG9 binder 0.3, SMARCA2 act -2, NPR2 activator 1, ARFGAP1 inh -2 and ABHD4 inh 1.
O=C(c1cnccn1)N(Cc1cccs1)C1(C(=O)NC2CCCCC2)CCCCC1 was read as ASAP1 GAP inh 2, NPR1 activator -14, Rev-erbA mod 5, HTRA1 inh 3, rCAG RNA binder -7, PG9 binder 1.2, SMARCA2 act -3, NPR2 activator -8, ARFGAP1 inh -4 and ABHD4 inh 8.
`O=C(CSc1nc2nccnc2c(=O)n1Cc1cccs1)Nc1ccccc1` gave ASAP1 GAP inh -3, NPR1 activator 3, Rev-erbA mod 1, HTRA1 inh -2, rCAG RNA binder 7, PG9 binder -1.2, SMARCA2 act 2, NPR2 activator 4, ARFGAP1 inh 0 and ABHD4 inh 0.
O=S(Cc1ccc(Br)cc1)Cc1nnc(SCc2c(Cl)cccc2Cl)n1-c1ccccc1 (stereo unspecified) was read as NPR1 activator -16, Rev-erbA mod 2, HTRA1 inh -51 and NPR2 activator -9.
`CC(=O)Nc1ccccc1C(=O)C(=O)Nc1ccc(C(=O)N2CCOCC2)cc1` gave ASAP1 GAP inh 17, NPR1 activator -5, Rev-erbA mod 2, HTRA1 inh 5, rCAG RNA binder 0, PG9 binder 0.8, SMARCA2 act -3, NPR2 activator -3, ARFGAP1 inh 4 and ABHD4 inh 0.
CC(C)CC(=O)NC(=S)Nc1ccccc1C(F)(F)F was read as ASAP1 GAP inh -2, NPR1 activator 0, Rev-erbA mod -4, HTRA1 inh 0, rCAG RNA binder -4, PG9 binder -2.4, SMARCA2 act 0, NPR2 activator 0, ARFGAP1 inh -6 and ABHD4 inh 2.

Bioassay records: PubChem, several laboratories
